# Assay outcomes: PubChem, several laboratories
# Diaph act CS: compounds boosting diaphorase resazurin reduction – biochemical, uHTS, resorufin fluorescence, counter-screen for diaphorase-coupled primary assays, primary screen. Diaphorase/resazurin coupled assay, 16 min; stronger effect = higher value; 1 = vehicle wells, 0 = NADH-free wells. activation factor at 20 µM. 0.005% of 190,000 active. AID 1229, 2008;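 active = diaphorase activity raised at least twofold by the compound at 20 µM; inactive = activation factor below 2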
#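 Assay system: bacterial diaphorase enzyme (C. kluyveri) / Input: enzyme 0.07 U/mL final / Medium: 50 mM HEPES pH 7.4 with 4.542 mM MgCl2, 0.005% Tween 20 / Doses: single compound dose of 20 µM, 1% DMSO final / Incubation: 16 min enzyme reaction, ambient temperature / Signal: fluorescence, excitation 544 nm and emission 590 nm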
# FLuc act counter: FLuc activators, initial screening, artefact control for FLuc-dependent activation tests, biochemical, ATPlite luminescence | ATPlite luciferase biochemical, 10 min; 0 = ATP-free wells, 1 = DMSO control | Luciferin 4-monooxygenase (Photinus pyralis), P08659 | activation factor at 10 µM | 200,000 tested, under 10 active | AID 1027, 2008;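 active = luciferase activation factor, scaled between plate controls, of at least 2 with compound at 10 µM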
#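 test system = cell-free luciferase reagent | medium = PBS as buffer for the ATP substrate | dosing = test compounds dosed from 2 mM stocks in 100% DMSO | incubation = 10 min at ambient temperature | detection = luminescence measurement of luciferase light output | benchmarks = low control with PBS replacing ATP, high control enzyme plus ATP without compound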
# APP 5UTR inh: inhibitors of APP translation via 5'UTR reporter, primary screen, APP 5'UTR luciferase, SH-SY5Y cells | SH-SY5Y APP 5'UTR-luciferase reporter, luminescence | inhibition, % at 2 µM | 0.82% of 190,000 active;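 active = inhibition above a set limit, derived from the sample mean plus 3 SD, cut at about 45% in these data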; also: values of inactives mirror those of a sister screen read the other way
# APP 5'UTR act: activators of APP 5'UTR luciferase reporter, primary screen, SH-SY5Y cells. SH-SY5Y APP 5'UTR luciferase reporter, luminescence; zero percent = DMSO vehicle wells. activation, % at 2 µM. AID 1276, 2008. 1% of 190,000 active;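 active = activation above a set limit, based on mean plus 3 SD of controls, cut at about 140% in these data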; also: values of inactives mirror those of a sister screen read the other way
# Diaph inh CS: diaphorase inhibitors and chemical oxidizers, primary screen, counter-screen for diaphorase-coupled primary assays, biochemical, uHTS, resorufin fluorescence; 0.69% of 190,000 active; inhibition, % at 20 µM; diaphorase resazurin-to-resorufin fluorescence, NADH, 16 min; bacterial (C. kluyveri) enzyme, not human;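 active = primary screen inhibition at 20 µM above a set limit, cut at about 50% in these data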;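 also: plate controls were DMSO with full reaction for no effect and wells lacking NADH for full effect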
#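 material = Clostridium kluyveri diaphorase enzyme | amount = 0.14 U/mL diaphorase, enzyme working solution | schedule = incubation 16 min, room temperature | detection = fluorescence of resorufin formed from resazurin, Ex 544/Em 590 nm | benchmarks = positive control minus NADH, DMSO neutral control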
# G6PDH CS: L. mesenteroides G6PDH inhibitors, counter-screen for G6PDH-coupled screening assays, biochemical, Leuconostoc mesenteroides enzyme | Purified L. mesenteroides G6PDH, diaphorase/resazurin coupled fluorescence, 45 min | 0.12% of 200,000 active | inhibition, % at 5 µM; in the data active = inhibition above about 50%
# FLuc inhib CS: firefly luciferase enzyme inhibitors, primary screen, artefact control for luciferase-based inhibitor screens, biochemical, luminescence, ATPLite. inhibition, % at 10 µM. 10 min. Luciferin 4-monooxygenase (Photinus pyralis), P08659. 1.5% of 200,000 active;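 active = inhibition above about 50% when tested at 10 µM, limit read from the data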
# STAT1 activator: STAT1 signaling activators, primary screen, cell-based, HTS, luciferase reporter. NIH 3T3 STAT1-luciferase reporter, IFN-gamma, luminescence; 100% = IFN-gamma alone, no compound. activation (% of control), % at 5.5 µM. 2.6% of 200,000 active;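 active = activation above the screen-wide mean activation plus 3 SD, cut at about 130% in these data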;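 also: raw ratio to IFN-gamma control signal so 100% means no change and 0% no light; values of inactives mirror those of a sister screen read the other way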
# NF-kB neuron act: activators of NF-kB expression in neurons, primary screen, cell-based, HTS. human neuronal cells, NF-kB reporter expression; stronger effect = higher value. fold change at 12.5 µM. 1.6% of 190,000 active. AID 1239, 2008; in the data active = fold change above about 3.3
# TLR4 MyD88 comp: inhibitors of TLR4-MyD88 association in cells, primary screen, cell-based, HeLa CL3-4, BLA complementation, FRET ratio; HeLa CL3-4 TLR4/MyD88 BLA complementation; inhibition, % at 8.4 µM; 0.18% of 200,000 active; AID 861, 2007; in the data active = inhibition above about 25%;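 also: 0% = vehicle and 100% = reference inhibitor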
# Target sequence (O00206 whole entry, looked up): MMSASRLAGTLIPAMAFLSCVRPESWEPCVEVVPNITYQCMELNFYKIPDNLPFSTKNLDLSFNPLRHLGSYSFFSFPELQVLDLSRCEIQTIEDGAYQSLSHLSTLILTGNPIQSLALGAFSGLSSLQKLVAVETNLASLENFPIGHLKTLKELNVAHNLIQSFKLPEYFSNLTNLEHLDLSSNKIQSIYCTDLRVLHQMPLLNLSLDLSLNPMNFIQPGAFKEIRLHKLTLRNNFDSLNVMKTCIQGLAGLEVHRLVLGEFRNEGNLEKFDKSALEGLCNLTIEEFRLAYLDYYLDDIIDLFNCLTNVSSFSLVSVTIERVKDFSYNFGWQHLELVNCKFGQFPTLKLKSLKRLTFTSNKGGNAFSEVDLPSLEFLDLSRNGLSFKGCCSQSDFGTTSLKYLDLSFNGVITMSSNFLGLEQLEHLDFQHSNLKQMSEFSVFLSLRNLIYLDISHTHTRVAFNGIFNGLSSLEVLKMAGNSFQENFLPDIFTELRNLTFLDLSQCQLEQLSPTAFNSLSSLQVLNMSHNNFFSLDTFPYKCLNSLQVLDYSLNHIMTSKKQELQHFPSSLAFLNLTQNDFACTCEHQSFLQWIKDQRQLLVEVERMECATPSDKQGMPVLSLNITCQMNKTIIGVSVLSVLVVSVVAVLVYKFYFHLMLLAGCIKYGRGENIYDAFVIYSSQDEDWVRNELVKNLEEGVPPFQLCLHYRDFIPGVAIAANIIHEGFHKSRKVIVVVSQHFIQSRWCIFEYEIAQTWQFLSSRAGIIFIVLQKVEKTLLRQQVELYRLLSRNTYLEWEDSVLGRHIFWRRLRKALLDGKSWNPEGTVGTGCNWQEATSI
# Target sequence (Q99836 whole entry, looked up): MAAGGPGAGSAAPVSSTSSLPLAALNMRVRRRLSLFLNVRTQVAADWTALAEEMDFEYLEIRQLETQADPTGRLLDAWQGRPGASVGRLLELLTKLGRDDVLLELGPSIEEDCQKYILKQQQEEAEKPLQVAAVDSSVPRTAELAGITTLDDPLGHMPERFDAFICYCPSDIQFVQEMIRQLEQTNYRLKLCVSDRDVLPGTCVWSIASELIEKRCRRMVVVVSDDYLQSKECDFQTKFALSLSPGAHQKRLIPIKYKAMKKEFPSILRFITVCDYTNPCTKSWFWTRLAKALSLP
# Active calls of the source: *; . = no result given. This is a random part of the collection; 5.6% or so of the library scored in one or more.
1: CCOC(=O)c1c(-c2cccs2)csc1NC(=O)CCCC(=O)O
2: CC1=C(C(=O)OCC(Cl)(Cl)Cl)N2C(=O)C(NC(=O)Cc3ccccc3)C2SC1 (stereo not drawn)
3: CC(=O)Nc1c(C(=O)N2CCN(c3ccccn3)CC2)cnn1-c1ccc(C)cc1
4: CCOC(=O)C(NC(=O)c1ccccc1Cl)(Nc1sc2c(c1C(N)=O)CCC2)C(F)(F)F (stereo not drawn)
5: Cc1cc(/C=C2/C(=O)NN(c3ccccc3)C2=O)c(C)n1-c1ccc(O)cc1
6: CCN(CC)S(=O)(=O)c1ccc(S(=O)(=O)Nc2cc3c(cc2C(C)=O)OCO3)cc1
7: O=c1c2c3c(sc2ncn1/N=C/c1ccc(Br)o1)CCCC3
8: CC1CCN(c2ccccc2NC(=S)NC(=O)C(C)(C)C)CC1
9: CCCCCCC(C)NC(=S)Nc1cc(S(=O)(=O)N(C)C)ccc1C (stereo not drawn)
10: O=C(Cn1cnc([N+](=O)[O-])n1)NCCO

assay / entry	1	2	3	4	5	6	7	8	9	10
STAT1 activator	94	104	101	103	119	101	104	98	98	106
APP 5'UTR act	-11	2	-8	-13	117	22	8	-12	3	11
Diaph inh CS	8	4	11	22	14	10	-6	13	12	0
FLuc inhib CS	-6	-1	0	-5	95*	0	5	-4	-3	-5
NF-kB neuron act	1	1.1	0.96	1.2	0.64	0.96	1	1.5	1.2	1
APP 5UTR inh	11	-2	8	13	-117	-22	-8	12	-3	-11
Diaph act CS	0.9	1	0.9	0.8	0.9	0.9	1.1	0.9	0.9	1
G6PDH CS	-1	0	10	4	8	7	-2	7	3	6
TLR4 MyD88 comp	-3	-9	-2	10	8	1	8	-13	4	1
FLuc act counter	1.1	1	1	1.1	0	1	0.9	1	1	1

# Part of the list above, limited to G6PDH CS.
No. | molecule | G6PDH CS
10 | O=C(Cn1cnc([N+](=O)[O-])n1)NCCO | 6
3 | CC(=O)Nc1c(C(=O)N2CCN(c3ccccn3)CC2)cnn1-c1ccc(C)cc1 | 10

# Next section.
11: COC(=O)c1ccc(NC(=S)NNC(=O)c2ccccc2)cc1
12: CN(C)C(=O)Cn1nc(-c2ccccc2)c2ccccc2c1=O
13: CCOc1ccc(NC(=O)NCC2CCN(c3ccc(OC)cc3)C2)cc1 (stereo not drawn)
14: CCOC(=O)C1=C(CSc2n[nH]c(N)n2)NC(=O)NC1C (stereo not drawn)
15: Cc1cc(=O)n(C)c(=O)n1CCCCCOc1cccc([N+](=O)[O-])c1
16: Cc1ccc(OCC(O)CN2CC3(C)CC2CC(C)(C)C3)cc1 (stereo not drawn)
17: COc1ccc(NC(=O)Nc2ccc(N3CCOCC3)c3nonc23)c(OC)c1
18: CN1CCN(c2ncnc3c2sc2nc(N4CCOCC4)c4c(c23)CCC4)CC1
19: O=C(CCc1ccccc1)NCCc1cccs1
20: CC(=O)NS(=O)(=O)c1ccc(NC(=O)COc2ccc(C(=O)c3ccccc3)cc2)cc1

assay / entry	11	12	13	14	15	16	17	18	19	20
STAT1 activator	102	98	97	102	100	104	99	99	126	103
APP 5'UTR act	1	.	-5	74	0	-7	-2	-4	0	16
Diaph inh CS	24	-5	22	13	15	8	2	.	0	3
FLuc inhib CS	12	-8	-9	-2	-9	-1	1	.	1	-1
NF-kB neuron act	1.3	0.98	1	0.97	0.82	0.92	1.4	.	1.2	1
APP 5UTR inh	-1	3	5	-74	0	7	2	4	0	-16
Diaph act CS	0.8	1	0.8	0.9	0.9	0.9	1	.	1	1
G6PDH CS	10	2	8	-2	7	1	21	.	0	4
TLR4 MyD88 comp	-4	15	5	-1	9	5	-15	-1	3	15
FLuc act counter	0.9	1.1	1.1	1	1.1	1	1	.	1	1

# Ordered by number of heavy atoms (rising): 3 of the compounds above.
14: CCOC(=O)C1=C(CSc2n[nH]c(N)n2)NC(=O)NC1C (stereo not drawn)
12: CN(C)C(=O)Cn1nc(-c2ccccc2)c2ccccc2c1=O
18: CN1CCN(c2ncnc3c2sc2nc(N4CCOCC4)c4c(c23)CCC4)CC1

assay / entry	14	12	18
STAT1 activator	102	98	99
APP 5'UTR act	74	.	-4
Diaph inh CS	13	-5	.
FLuc inhib CS	-2	-8	.
NF-kB neuron act	0.97	0.98	.
APP 5UTR inh	-74	3	4
Diaph act CS	0.9	1	.
G6PDH CS	-2	2	.
TLR4 MyD88 comp	-1	15	-1
FLuc act counter	1	1.1	.

# The list goes on:
21: COC(=O)C1=C(C)NC(=O)/C1=C\N(C)C
22: Cc1ccc(Cl)cc1N1CCN(Cc2nnnn2Cc2ccco2)CC1
23: Cc1ccc(OCC(=O)N/N=C\c2ccc(O)cc2)c([N+](=O)[O-])c1
24: COc1ccc(OCCSc2nc3ccccc3c(=O)[nH]2)cc1
25: COc1ccc(-c2noc(CSc3nnc(-c4ccncc4)n3-c3ccc(F)cc3)n2)cc1OC
26: Cc1cc(SCC(=O)Nc2ccccc2)nc(C)n1
27: CC(C)CCNc1nc2c(c(=O)n(Cc3cccc(F)c3)c(=O)n2C)n1C
28: Cc1ccc(N/N=C2\CCS(=O)(=O)c3sccc32)cc1
29: CN1CCN(C(=S)c2cn(Cc3ccccc3)c3ccccc23)CC1
30: CC(C)[C@H](NS(=O)(=O)c1cccc(Cl)c1)C(=O)OCC(=O)N1CCN(c2ccccc2)CC1

assay / entry	21	22	23	24	25	26	27	28	29	30
STAT1 activator	103	97	95	105	101	94	96	92	90	93
APP 5'UTR act	13	11	6	7	-18	.	2	8	8	9
Diaph inh CS	6	32	-3	8	10	-1	15	15	24	8
FLuc inhib CS	-6	-9	5	-2	-5	-4	-1	1	-6	-9
NF-kB neuron act	1.4	0.98	1	1.3	0.53	1.4	0.57	1.1	1.4	0.58
APP 5UTR inh	-13	-11	-6	-7	18	.	-2	-8	-8	-9
Diaph act CS	0.9	0.7	1	0.9	0.9	1	0.8	0.8	0.8	0.9
G6PDH CS	8	0	1	8	-32	7	9	-4	3	-14
TLR4 MyD88 comp	-23	-14	-1	-2	3	-12	-4	1	-11	-1
FLuc act counter	1.1	1.1	0.9	1	1.1	1	1	1	1.1	1.1

31: Cc1ccc(NC(=S)N(Cc2ccco2)C(C)c2cccs2)cc1 (stereo not drawn)
32: O=S(=O)(NCC(c1ccco1)N1CCN(c2ccccc2F)CC1)c1ccc2c(c1)OCCO2 (stereo not drawn)
33: Cc1ccc(-c2csc(=Nc3cccnc3)n2CCCn2ccnc2)cc1C
34: CCN(CC)S(=O)(=O)c1cc(C(=O)OCC(=O)NC(=O)c2cccn2C)ccc1C
35: CN(C)c1ccc(/C=[N+](\[O-])C(C)(C)/C=N/O)cc1
36: O=C(Nc1ccc(Cl)c([N+](=O)[O-])c1)ONC1=NCCCCC1
37: CCN(CC)c1nc2n(c(=S)n1)CCS2
38: CCC(NC(=O)NC1CCCCC1)c1ccccc1 (stereo not drawn)
39: Cc1ccsc1CN(C)Cc1nc(C2CC2)no1
40: CC12CCC(C(=O)NCc3ccccc3Cl)(CC1=O)C2(C)C (stereo not drawn)

assay / entry	31	32	33	34	35	36	37	38	39	40
STAT1 activator	105	96	87	97	100	99	97	102	106	96
APP 5'UTR act	6	8	-18	8	10	8	-1	-4	-14	-9
Diaph inh CS	16	6	-4	8	13	9	14	32	4	8
FLuc inhib CS	4	0	-4	-5	-7	-4	-5	-6	-4	-5
NF-kB neuron act	1.2	1	0.33	1	1.1	2.5	0.91	1.2	1	0.98
APP 5UTR inh	-6	-8	18	-8	-10	-8	1	4	14	9
Diaph act CS	0.8	0.9	1	0.9	0.9	0.9	0.9	0.7	1	0.9
G6PDH CS	6	0	3	6	0	3	5	15	7	14
TLR4 MyD88 comp	3	-19	-21	-10	3	9	-3	4	2	4
FLuc act counter	1	1	1	1.1	1.1	1	1.1	1.1	1	1.1

# Marked active in FLuc inhib CS, among the entries above:
no.	structure	STAT1 activator	APP 5'UTR act	FLuc inhib CS	NF-kB neuron act	APP 5UTR inh	TLR4 MyD88 comp
5	Cc1cc(/C=C2/C(=O)NN(c3ccccc3)C2=O)c(C)n1-c1ccc(O)cc1	119	117	95*	0.64	-117	8

# Next section:
41: Cc1ccc(/C=N/NC(=O)CC2N=C(Cc3ccccc3)NNC2=O)cc1 (stereo not drawn)
42: Cc1cc(C)n(-c2ncnc3sc4c(c23)CCCC4)n1
43: Cc1ccc(S(=O)(=O)Nc2n[nH]nc2C(=O)NC2CCCCC2)cc1
44: CCc1nnc(NC(=O)c2ccc(NC(=O)C(C)C)cc2)s1
45: COc1ccc(-c2nnc(SCC(=O)OC3CCCCC3)o2)cc1OC
46: COc1cccc(-c2cc(C(F)(F)F)n3ncc(C(=O)NCC4CCCO4)c3n2)c1 (stereo not drawn)
47: CC(=O)N1CCc2cc(S(=O)(=O)NCCC(=O)Nc3cc(C)cc(C)c3)ccc21
48: O=C(CCCN1C(=O)c2cccnc2C1=O)Nc1ccccc1F
49: Cn1c(Cn2c(=O)sc3ccccc32)nnc1SCC(=O)N1CCCC1
50: C/C(=N/Nc1nc(C)cc(-c2ccccc2)n1)c1ccco1
51: Cc1ccc(C(=O)CC(=O)c2ccc(C(C)(C)C)cc2)cc1
52: COC(=O)c1ccc(CC(=O)c2c(C)cc(O)cc2O)o1
53: Cc1ccc(CNc2ccc3c(c2)OCO3)c(C)c1

assay / entry	41	42	43	44	45	46	47	48	49	50	51	52	53
STAT1 activator	107	100	98	107	106	107	103	103	102	106	103	105	117
APP 5'UTR act	2	5	-2	49	-5	-7	3	8	-2	36	12	-13	25
Diaph inh CS	.	23	2	9	11	19	11	3	-5	11	10	40	29
FLuc inhib CS	.	-7	-6	2	0	-4	-4	-2	-4	32	3	-7	0
NF-kB neuron act	0.95	0.97	1.7	1.7	1	0.41	0.88	0.9	1.1	1.3	0.94	1	1.6
APP 5UTR inh	-2	-5	2	-49	5	8	-4	-8	2	-36	-12	13	-25
Diaph act CS	.	0.8	1	0.9	0.9	0.8	0.9	1	1.1	0.9	0.9	0.6	0.7
G6PDH CS	.	2	-6	8	6	12	-12	-6	4	-8	1	14	8
TLR4 MyD88 comp	-1	2	-9	3	18	-4	-6	-3	1	-2	4	4	7
FLuc act counter	.	1.1	1.1	1	1	1	1	1	1	0.7	1	1.1	1
